Screens: PubChem, several laboratories
PLK1 PBD inh – Plk1 polo box domain binding inhibitors, primary screen, biochemical, fluorescence polarization. Plk1 PBD phosphopeptide binding. Serine/threonine-protein kinase PLK1 (Homo sapiens), P53350. inhibition, %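 (tested at about 20 µM)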. 97,000 compounds, 0.13% hits; in the data active = inhibition above about 34%, passing the limit was not always enough
CYP2C9 inhib – blockers of cytochrome P450 2C9 activity – biochemical, luminescence, ADME assay, primary screen. AID 777, 2007. inhibition, % at 5 µM. 96,000 compounds, 20% hits. CYP2C9 Supersomes, luciferin-H conversion;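 active = blocking of liver enzyme CYP2C9 beyond about 50% at 5 µM, limit read from the data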; also: values of inactives mirror those of a sister screen read the other way
Rev-RRE block – HIV-1 Rev-RRE binding inhibitors, primary screen, biochemical, FRET, protein-RNA interaction; inhibition, % at 8 µM; 97,000 compounds, 0.79% hits; Rev peptide-RRE RNA binding; P05866;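 active = inhibition above the screen-wide mean plus 3 SD, cut at about 35% in these data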;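 also: 0% = median DMSO wells and 100% = median Neomycin B control wells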
Target sequence (P05866 whole entry, looked up): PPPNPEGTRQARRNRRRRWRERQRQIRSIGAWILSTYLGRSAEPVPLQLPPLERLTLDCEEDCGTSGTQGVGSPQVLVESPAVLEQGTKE
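Probe or stimulus: fluorescein-Rev peptide as binding partner; assay system: Cy5-tagged RRE RNA duplex with fluorescein-tagged Rev peptide; timing: 5 min compound–RNA preincubation, then 15 min with peptide, 25 °C; medium: HEPES pH 7.5 buffer with KCl, MgCl2, NaCl and EDTA; signal: fluorescein-to-Cy5 FRET, 480 nm excitation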
CYP2C19 inhib – blockers of cytochrome P450 2C19 activity – biochemical, luminescence, ADME assay, primary screen. 96,000 compounds, 21% hits. inhibition, % at 5 µM. P33261. CYP2C19 Supersomes, luciferin-H EGE luminescence, 30 min;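 active = CYP2C19 inhibition above a set limit at 5 µM in the primary screen, cut at about 50% in these data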;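 also: plate controls were negative control wells for no effect and 2.5 mM tranylcypromine positive control for full effect; values of inactives mirror those of a sister screen read the other way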
PLAP activator – PLAP enzyme activators, biochemical, luminescence, HTS; activation fold at 20 µM; purified PLAP enzyme, luminescent substrate read-out; active compounds read high; Alkaline phosphatase, placental type (Homo sapiens), P05187; 96,000 compounds, 1.2% hits; in the data active = activation fold above about 2
PLK1 inh – human PLK1 kinase inhibitors, primary screen, biochemical, TR-FRET | recombinant PLK1 kinase, TR-FRET peptide phosphorylation | inhibition, % at 10 µM | 97,000 compounds, 0.53% hits | AID 619, 2007;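 active = inhibition of 50% or more in the single-concentration screen; inactive = inhibition below 50%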;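 also: 0% = DMSO max control and 100% = H-89 dihydrochloride min control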
CYP2C9 act – human CYP2C9 activators, primary screen, biochemical, luminescence | Cytochrome P450 2C9 (Homo sapiens), P11712 | recombinant CYP2C9, luciferin-H conversion; active compounds read high; factor 1 = untreated enzyme, 0 = blocked | activation factor at 5 µM | 96,000 compounds, 1.4% hits | AID 1024, 2008;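 active = activation factor of 2 or more for CYP2C9 at a 5 µM dose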;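 also: 0 = sulfaphenazole-blocked wells and 1 = vehicle-only wells; values of inactives mirror those of a sister screen read the other way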
EphB4 ephrin blk – EphB4-ephrin-B2 interaction antagonists, primary screen, biochemical, TNYL-RAW peptide probe, fluorescence polarization | inhibition, % at 7 µM | Ephrin type-B receptor 4 (Homo sapiens), P54760 | AID 720, 2007 | EphB4 LBD / TNYL-RAW-Alexa532 peptide | 97,000 compounds, 0.15% hits;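 active = inhibition above the screen-wide mean inhibition plus 3 SD, cut at about 15% in these data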;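 also: 0% = DMSO wells and 100% = excess unlabeled TNYL-RAW peptide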
Target sequence (P54760 whole entry, looked up, the tested form may be a part): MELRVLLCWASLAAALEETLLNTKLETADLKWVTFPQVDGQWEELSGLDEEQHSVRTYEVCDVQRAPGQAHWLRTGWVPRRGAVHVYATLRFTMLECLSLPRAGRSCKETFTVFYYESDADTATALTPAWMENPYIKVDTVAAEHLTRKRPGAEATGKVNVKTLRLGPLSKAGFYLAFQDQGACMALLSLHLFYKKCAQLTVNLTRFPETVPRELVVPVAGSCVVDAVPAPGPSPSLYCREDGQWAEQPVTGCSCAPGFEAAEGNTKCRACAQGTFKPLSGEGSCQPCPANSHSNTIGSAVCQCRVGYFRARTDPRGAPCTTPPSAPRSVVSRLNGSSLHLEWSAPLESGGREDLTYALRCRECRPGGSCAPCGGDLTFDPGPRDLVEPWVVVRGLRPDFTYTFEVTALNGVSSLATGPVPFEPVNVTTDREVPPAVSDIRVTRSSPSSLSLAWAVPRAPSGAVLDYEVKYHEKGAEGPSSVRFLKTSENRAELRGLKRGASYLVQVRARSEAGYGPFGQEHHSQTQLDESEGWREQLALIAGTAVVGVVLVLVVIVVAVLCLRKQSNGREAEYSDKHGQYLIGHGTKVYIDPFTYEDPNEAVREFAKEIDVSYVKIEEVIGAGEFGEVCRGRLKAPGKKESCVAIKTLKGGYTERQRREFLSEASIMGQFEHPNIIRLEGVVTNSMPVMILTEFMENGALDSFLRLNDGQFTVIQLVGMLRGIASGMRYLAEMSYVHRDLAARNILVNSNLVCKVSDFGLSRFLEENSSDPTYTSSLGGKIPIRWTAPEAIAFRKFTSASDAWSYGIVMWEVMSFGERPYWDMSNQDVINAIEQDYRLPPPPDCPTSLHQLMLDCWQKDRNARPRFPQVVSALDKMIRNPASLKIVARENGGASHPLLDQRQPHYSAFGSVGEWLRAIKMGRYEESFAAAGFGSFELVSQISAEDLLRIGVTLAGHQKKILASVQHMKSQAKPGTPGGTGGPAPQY
CYP2C19 act – human CYP2C19 activators, primary screen, biochemical, luminescence; Cytochrome P450 2C19 (Homo sapiens), P33261; recombinant CYP2C19, luciferin-H EGE luminescence; active compounds read high; 0 = fully inhibited enzyme, 1 = untreated enzyme; activation factor at 5 µM; 96,000 tested, under 10 active;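 active = activation factor of at least 2 at 5 µM in the primary screen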;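 also: 0 = wells with 2.5 mM tranylcypromine and 1 = vehicle-only wells; values of inactives mirror those of a sister screen read the other way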
Starred values were filed as active, the others as inactive; nt = no result given.

SMILES	PLK1 PBD inh	CYP2C9 inhib	Rev-RRE block	CYP2C19 inhib	PLAP activator	PLK1 inh	CYP2C9 act	EphB4 ephrin blk	CYP2C19 act
CC(C)COC(=O)n1c(=O)oc2cc(S(=O)(=O)N3CCCCC3)ccc21	3	16	4	12	1	-9	0.8	-1	0.9
NC(=O)c1cc(N2C(=O)C3CC=CCC3C2=O)ccc1N1CCCCC1 (stereo unspecified)	43	32	3	3	1.5	-5	0.7	-2	1
COc1cc(Cn2cnnn2)ccc1O	4	-64	4	-5	0.9	-18	1.6	-7	1.1
FC(F)(F)c1nc2ncc(Cl)cc2[nH]1	nt	32	nt	-8	1	nt	0.7	nt	1.1
CCc1ccc(C(=O)COC(=O)CNC(=O)c2cccs2)cc1	22	44	1	39	1	-3	0.6	1	0.6
Cc1cc(/C=C2/NC(=O)NC2=O)c(C)n1-c1sc2c(c1C#N)CCCC2	28	13	5	12	1.5	-15	0.9	0	0.9
O=C(COC(=O)c1cccc(Oc2ccccc2)c1)NCc1ccco1	-1	25	12	14	0.8	-15	0.8	2	0.9
CCCn1c(SCC#N)nc2c(c1=O)C1(CCCC1)Cc1ccccc1-2	-3	34	5	9	1.1	-7	0.7	6	0.9
CCCC(=O)Nc1nnc(SCC(=O)NCc2cccs2)s1	-9	3	2	17	1.2	-9	1	0	0.8
CCCCCOC(=O)NCC(O)c1ccccc1 (stereo unspecified)	-12	10	3	28	0.9	-1	0.9	-1	0.7
Cc1nc(NC(=O)C2CCCCC2)sc1C	4	nt	9	nt	nt	-3	nt	8	nt
O=C(CN1C(=O)NC2(CCc3ccccc32)C1=O)Nc1ccc(N2CCOCC2)cc1 (stereo unspecified)	-8	4	5	-2	1.6	-12	1	8	1
COc1cc(OC)c(C#N)c(S(=O)Cc2ccccc2)c1 (stereo unspecified)	-24	-129	8	99*	1.1	-8	2.3*	6	0
COc1ccc(-c2cc(-c3cccs3)c(C#N)c(SCC(=O)NCc3ccccc3OC)n2)cc1	17	40	6	17	0.9	-35	0.6	8	0.8
O=C1CCc2cc(S(=O)(=O)NC(Cc3ccccc3)C(=O)NCC3CCCO3)ccc2N1 (stereo unspecified)	-4	13	1	6	1	1	0.9	-4	0.9
CC(NC(=O)c1ccco1)C(c1cccs1)N1CCN(c2ccc(F)cc2)CC1 (stereo unspecified)	-10	32	7	28	1	-8	0.7	4	0.7
COc1cccc2cc(/C(C)=N/Nc3nc(-c4cc(C)ccc4C)cs3)c(=O)oc12	-19	19	-5	-18	1.2	-2	0.8	3	1.2
CN(C)c1ccc(NC(=O)Nc2cccc(Cl)c2)cc1	1	16	2	33	0.9	-14	0.8	-7	0.7
CCN(CC)C(=O)CN1C(=O)C2CC=C(Cl)CC2C1=O (stereo unspecified)	20	-2	10	1	1.1	-12	1	5	1
COC(=O)CN(c1cc(OC)ccc1OC)S(=O)(=O)c1ccc(OC)c(OC)c1	nt	63*	nt	95*	0.9	nt	0.4	nt	0

Rewritten as a markdown table: entries from further up.
| SMILES | PLK1 PBD inh | CYP2C9 inhib | Rev-RRE block | CYP2C19 inhib | PLAP activator | PLK1 inh | CYP2C9 act | EphB4 ephrin blk | CYP2C19 act |
| --- | --- | --- | --- | --- | --- | --- | --- | --- | --- |
| FC(F)(F)c1nc2ncc(Cl)cc2[nH]1 | nt | 32 | nt | -8 | 1 | nt | 0.7 | nt | 1.1 |
| COC(=O)CN(c1cc(OC)ccc1OC)S(=O)(=O)c1ccc(OC)c(OC)c1 | nt | 63* | nt | 95* | 0.9 | nt | 0.4 | nt | 0 |
| CCN(CC)C(=O)CN1C(=O)C2CC=C(Cl)CC2C1=O (stereo unspecified) | 20 | -2 | 10 | 1 | 1.1 | -12 | 1 | 5 | 1 |
| CC(NC(=O)c1ccco1)C(c1cccs1)N1CCN(c2ccc(F)cc2)CC1 (stereo unspecified) | -10 | 32 | 7 | 28 | 1 | -8 | 0.7 | 4 | 0.7 |
| COc1cc(Cn2cnnn2)ccc1O | 4 | -64 | 4 | -5 | 0.9 | -18 | 1.6 | -7 | 1.1 |

(more compounds)
SMILES	PLK1 PBD inh	CYP2C9 inhib	Rev-RRE block	CYP2C19 inhib	PLAP activator	PLK1 inh	CYP2C9 act	EphB4 ephrin blk	CYP2C19 act
CCCCSc1nc2ccc(Nc3nc(N4CCOCC4)nc(N4CCOCC4)n3)cc2s1	11	32	2	28	1.1	-13	0.7	7	0.7
COc1ccc(OC)c(NC(=O)COC(=O)c2ccc(S(=O)(=O)N3CCOCC3)cc2)c1	nt	6	nt	8	1.1	nt	0.9	nt	0.9
COC(=O)CSc1nc(C)c(C(C)=O)cc1C#N	nt	-8	nt	-19	1.2	nt	1.1	nt	1.2
CCOC(=O)c1cnc2cc(C)nn2c1-c1ccccc1	-7	11	1	2	1	-8	0.9	-5	1
COc1cc(OC)cc(-c2cc3nc(C)cc(N4CCN(C(=O)c5ccco5)CC4)n3n2)c1	-11	29	0	55*	1	-6	0.7	-4	0.5
CC(=O)N1CCC(C(=O)c2ccc(Cl)cc2)CC1	13	2	3	15	0.9	-28	1	-6	0.8
CC(C)(C)NC(=O)Cn1cc(C#N)c2cc(Br)ccc21	-15	21	10	88*	0.8	-5	0.8	-2	0.1
COC(=O)C1CCN(C(=O)COC(=O)c2n[nH]c3ccccc23)CC1	-6	nt	3	nt	nt	0	nt	5	nt
O=C(c1ccncc1)c1ccc(Br)cc1	5	62*	2	45	0.9	-4	0.4	-3	0.5
CNS(=O)(=O)c1ccc(C)cc1	4	-3	-3	8	1	-13	1	-2	0.9
COc1cccc(N2CCN(C3CC(=O)N(c4ccc(F)c(Cl)c4)C3=O)CC2)c1 (stereo unspecified)	-7	55*	6	31	1.4	-7	0.4	-3	0.7
c1ccc(-c2nnc(CSc3nc4ccccc4[nH]3)o2)cc1	-8	67*	2	90*	2.2*	7	0.3	-3	0.1
COc1ccc(Nc2nc3c(c(=O)n(C)c(=O)n3C)n2CCO)cc1	nt	59*	nt	3	0.9	nt	0.4	nt	1
COC(=O)/C(=C/Nc1ccccc1)[N+](=O)[O-]	-2	-23	10	6	1	-21	1.2	6	0.9
CCCc1[nH]nc2c1C1(C(=O)N(C(C)C)c3ccccc31)C(C#N)=C(N)O2 (stereo unspecified)	-8	-9	2	20	1.6	-20	1.1	-1	0.8
O=C(CSc1nnc(-c2ccco2)n1CC1CCCO1)NC1CCCC1 (stereo unspecified)	10	-23	1	54*	1	-16	1.2	-4	0.5
COc1ccccc1N1CCN(C(=O)c2sc3nc(-c4ccc(F)cc4)cn3c2C)CC1	nt	50*	nt	15	1.4	nt	0.5	nt	0.8
CN(C)c1nccc(Nc2ccccc2)c1C#N	-14	49	-2	51*	1	-3	0.5	16*	0.5
O=C(CCC1CCCCC1)N1CCN(Cc2ccc3c(c2)OCO3)CC1	-19	87*	11	91*	1.3	-11	0.1	5	0.1
CN(C)CCNc1oc(COc2ccc(-c3ccccc3)cc2)nc1C#N	-15	16	7	23	1.3	-14	0.8	-8	0.8
CC(C)(C)NC(=O)C1CCC(C)(C(=O)O)C1(C)C (stereo unspecified)	-22	3	4	2	0.9	-4	1	-1	1
CSc1nc(N)nc(SCC(=O)C23CC4CC(CC(C4)C2)C3)c1C#N	7	nt	9	nt	nt	-10	nt	3	nt
O=C(O)CNC(=O)c1ccccc1NC(=O)c1ccco1	-16	0	5	-4	0.9	0	1	6	1
CC(=O)N(/N=C1\Sc2ccccc2C1=O)c1ccc(C)cc1C	58	22	16	35	1	-7	0.8	7	0.7
C=CCn1c(CSc2nc3ccccc3s2)nnc1SCC(=O)OCC	-19	42	-5	77*	1.3	-6	0.6	-10	0.2
CC(=O)N(/N=C1\Sc2ccccc2C1=O)c1cccc(C)c1	77*	8	8	32	1	-11	0.9	-6	0.7
Cc1cccc(OCCCCCNCCO)c1	-21	3	0	7	0.9	-4	1	-4	0.9
COCCN(Cc1cc2cc3c(cc2nc1Cl)OCO3)C(=O)Nc1ccccc1OC	-10	14	0	5	1	-2	0.9	-3	0.9
Cc1ccc2c(c1)N(Cc1ccccn1)C(=O)C(C)O2 (stereo unspecified)	11	34	-2	35	1	-9	0.7	-7	0.6
Cc1ccc(O)c(C(=O)c2cnn(-c3ccccc3)c2)c1	15	-26	8	23	0.8	1	1.3	-1	0.8
N#Cc1c(N)nc(SCC(=O)NCCc2ccccc2)c(C#N)c1-c1cccs1	10	21	8	-4	0.9	-32	0.8	-1	1
O=c1cc(C23CC4CC(CC(C4)C2)C3)[nH][nH]1	24	56*	1	-21	1.2	-12	0.4	6	1.2
CCOC(=O)Cn1cnc2c(nnn2-c2ccc(OC)cc2)c1=O	22	10	0	0	1.1	1	0.9	0	1
CCN(CC)S(=O)(=O)c1ccc2[nH]cc(C(=O)NCCc3ccccc3)c(=O)c2c1	4	22	15	5	1.3	-9	0.8	4	1
CCCCC(=O)Nc1cc(N(C)C)nc2ccccc12	21	-3	2	7	0.9	-14	1	8	0.9
Cc1ccc(NC(=O)COC(=O)c2ccc3c(c2)NC(=O)C2CCCN32)cc1C (stereo unspecified)	15	-7	5	18	1.6	-14	1.1	-2	0.8
COc1cccc(=O)c2c(C)oc(C)c12	2	34	3	16	0.9	-1	0.7	-16	0.8
COc1ccc2c(c1)[nH]c1c(=O)n(CCN(C)C)cnc12	-13	28	-6	4	0.8	1	0.7	9	1
Cc1ccc(CNC(=O)c2cccc(S(C)(=O)=O)c2)cc1	-4	3	6	14	0.9	-6	1	3	0.9
COCCn1c(C)cc(C(=O)COC(=O)CCc2ccc(S(=O)(=O)N3CCOCC3)cc2)c1C	-5	-6	6	0	1.5	-8	1.1	2	1
CCCc1cc(NCCCCO)n2c(nc3ccccc32)c1C#N	11	41	7	10	1.1	-7	0.6	-6	0.9
c1ccc(Nc2nc(N3CCCCC3)nc(N3CCNCC3)n2)cc1	3	1	5	14	1.5	-8	1	6	0.9
Cc1ccc(C)c(CSc2nnc(CCN)o2)c1	-7	74*	6	90*	0.8	-6	0.3	3	0.1
Cc1ccc(C#N)c(SCc2cc3c(cc2Cl)OCO3)n1	7	-3	8	-10	1.1	-19	1	3	1.1
CCc1cccc2c(C#N)cn(CC(=O)NCc3ccco3)c12	-12	14	1	51*	1.3	-17	0.9	-1	0.5
O=C(c1sc2ccccc2c1Cl)N(Cc1ccco1)C1CCS(=O)(=O)C1 (stereo unspecified)	-11	70*	8	71*	1.5	-9	0.3	13	0.3
COc1ccc2[nH]c(C)c(C(=O)CN3CCc4cc(OC)c(OC)cc4C3)c2c1	-3	42	5	6	1.4	-5	0.6	-2	0.9
O=C(CC(=O)NN=C1CCCC1)NCCc1ccccc1	9	10	6	18	1	-12	0.9	-3	0.8
COC(=O)c1nnn(Cc2ccccc2)c1N	31	14	4	19	1	3	0.9	-7	0.8
CCCC(=O)Nc1ccc(Br)cn1	14	5	6	14	1.2	-9	1	-6	0.9
CCCCNCc1cccn1-c1ccccc1	-20	nt	4	nt	nt	-7	nt	4	nt
CCOc1ccc(N/C(SC)=C(/C#N)C(N)=O)cc1	5	0	8	34	0.8	0	1	6	0.7
COC(=O)CC(N)c1ccc(OC)c2ccccc12 (stereo unspecified)	-10	-7	2	16	1	-15	1.1	0	0.8
